ABHD5-PLIN5 inh = ABHD5-PLIN5 interaction inhibitors, primary screen, cell lysate, split luciferase complementation, luminescence; Split G. princeps luciferase complementation, 4 h; inhibition, % at 4 µM; hit rate 0.78% among 360,000;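 active = inhibition above the mean inhibition across every tested compound plus 3 SD, cut at about 22% in these data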;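 also: 0% = DMSO only wells and the 100% control is not disclosed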
TLR9-MyD88 inh = inhibitors of TLR9-MyD88 association in cells, primary screen, cell-based, CHO, BLA complementation, fluorescence; inhibition, % at 4.98 µM; hit rate 0.21% among 340,000; CCF4 FRET ratio;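 active = inhibition above the mean over all tested compounds plus 3 SD, cut at about 21% in these data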;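 also: 0% = DMSO only wells and 100% = clavulanate BLA inhibitor control wells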
Target sequence (Q99836 whole entry, looked up): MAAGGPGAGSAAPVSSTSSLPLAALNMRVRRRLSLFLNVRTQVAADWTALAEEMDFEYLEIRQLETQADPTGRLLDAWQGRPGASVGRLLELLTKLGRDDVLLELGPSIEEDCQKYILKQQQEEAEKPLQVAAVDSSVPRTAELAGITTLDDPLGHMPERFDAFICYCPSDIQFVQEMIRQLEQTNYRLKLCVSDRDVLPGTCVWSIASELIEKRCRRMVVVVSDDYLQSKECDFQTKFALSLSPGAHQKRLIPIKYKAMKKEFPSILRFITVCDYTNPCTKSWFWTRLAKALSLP
Target sequence (Q9NR96 whole entry, looked up): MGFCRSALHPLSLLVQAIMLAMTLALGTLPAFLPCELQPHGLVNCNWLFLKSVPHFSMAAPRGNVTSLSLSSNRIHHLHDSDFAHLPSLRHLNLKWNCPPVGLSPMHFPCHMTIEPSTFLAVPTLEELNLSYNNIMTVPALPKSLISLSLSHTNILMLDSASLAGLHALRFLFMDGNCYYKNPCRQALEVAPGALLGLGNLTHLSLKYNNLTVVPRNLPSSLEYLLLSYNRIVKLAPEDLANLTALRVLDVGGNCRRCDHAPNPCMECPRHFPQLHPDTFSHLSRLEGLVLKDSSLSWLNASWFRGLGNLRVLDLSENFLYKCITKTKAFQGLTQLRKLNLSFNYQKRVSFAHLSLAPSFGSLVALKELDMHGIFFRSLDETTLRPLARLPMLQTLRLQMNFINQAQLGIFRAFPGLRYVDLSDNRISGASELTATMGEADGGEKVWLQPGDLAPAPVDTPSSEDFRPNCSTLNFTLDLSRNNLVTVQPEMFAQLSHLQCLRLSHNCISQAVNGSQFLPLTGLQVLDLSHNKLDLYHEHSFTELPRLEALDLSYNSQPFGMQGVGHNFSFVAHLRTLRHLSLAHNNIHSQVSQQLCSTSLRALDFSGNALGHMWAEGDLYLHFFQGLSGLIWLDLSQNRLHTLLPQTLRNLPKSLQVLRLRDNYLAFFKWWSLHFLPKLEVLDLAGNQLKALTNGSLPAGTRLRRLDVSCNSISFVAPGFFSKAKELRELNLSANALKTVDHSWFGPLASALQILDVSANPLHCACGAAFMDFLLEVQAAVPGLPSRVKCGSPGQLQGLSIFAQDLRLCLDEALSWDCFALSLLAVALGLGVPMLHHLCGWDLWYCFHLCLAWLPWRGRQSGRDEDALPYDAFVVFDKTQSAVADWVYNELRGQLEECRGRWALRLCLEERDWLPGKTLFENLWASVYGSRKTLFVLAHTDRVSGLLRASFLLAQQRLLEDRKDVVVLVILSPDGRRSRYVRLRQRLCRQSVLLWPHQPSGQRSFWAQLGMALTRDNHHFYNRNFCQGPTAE
MC4R ag barr = MC4R agonists recruiting beta-arrestin, primary screen, cell-based, luminescence, agonist arm of biased-ligand search; Melanocortin receptor 4 (Homo sapiens), P32245; U2OS MC4R beta-arrestin complementation; percent of melanotan II response, DMSO zero; activation, % at 8.9 µM; hit rate 0.98% among 360,000; AID 540308, 2011;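 active = activation above a per-plate cutoff, the mean activation of sample wells on that plate plus 3 SD, cut at about 8% in these data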
MC4R antagonist = MC4R antagonists of cAMP signaling, primary screen, cell-based, TR-FRET, antagonist arm of biased-ligand search; hit rate 0.48% among 360,000; inhibition, % at 6.5 µM; AID 540295, 2011; MC4R-expressing cells, MTII-stimulated cAMP, LANCE TR-FRET;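 active = inhibition above its plate's cutoff, the mean of tested wells on that plate plus 3 SD, cut at about 29% in these data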;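 also: 0% = Melanotan II alone and 100% = Melanotan II plus saturating MCL0020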
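Assay system: U2OS cells stably expressing human melanocortin 4 receptor (MC4R) / Dosing: 6.5 µM / Timing: compound 30 min, challenge 1 h, detection 1 h / Measured by: Eu-cAMP/anti-cAMP TR-FRET, emission 671 nm / Replicates: singlicate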
Vif imaging = HIV Vif self-association inhibitors, primary screen, imaging, HEK293T, single point | AID 602346, 2012 | inhibition, % at 7.49 µM | hit rate 0.35% among 340,000 | HEK293T cells, Vif self-association by quenched fluorescence, 24 h; in the data active = inhibition above about 50%, passing the limit was not always enough; also: some results filed as inactive read as strong as hits
Glyco luc inh = increase of ERlucT glycosylation luciferase signal, primary screen, N-linked glycosylation inhibitor project, D54 ERlucT cells, luminescence, set 2. D54 ERlucT glycosylation luciferase reporter, 24 h; percent of 100 nM tunicamycin response. reporter increase, % at 12.5 µM. hit rate 0.23% among 360,000;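 active = mean luciferase reporter signal, scaled so untreated is 0 and the glycosylation-blocking control 100, at or above a set limit in every replicate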;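 also: luciferase carries N-glycosylation sites so blocking glycosylation raises the light; 0% = median of neutral control wells and 100% = median of 100 nM tunicamycin wells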
NOD2 RIPK2 PPI = NOD2-RIPK2 binding disruptors in cells, primary screen, fluorescence, CHO cells, BLA complementation. AID 624267, 2012. hit rate 0.38% among 360,000. CCF4 ratio. Receptor-interacting serine/threonine-protein kinase 2 (Homo sapiens), O43353. inhibition, % at 4.98 µM; in the data active = inhibition above about 21%;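 also: 0% = vehicle only and 100% = reference blocker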
ABCB6 inh MLPCN = ABCB6 transporter inhibitors, primary screen, K562-ABCB6 cells, flow cytometry, MLPCN library | K562-ABCB6 porphyrin accumulation, 1 h; hits give low values | AID 602162, 2011 | fluorescence ratio to DMSO, % at 10 µM | hit rate 0.19% among 360,000;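 active = fluorescence ratio to DMSO below 75%, the collection mean minus 3 SD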;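 also: signal is porphyrin accumulated inside mitochondria; 100% equals median channel fluorescence of DMSO control wells; lower ratio means ABCB6 inhibition with less porphyrin fluorescence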
Exocytosis inh = LAMP-1 surface exposure blockers, TALL-104 cells – cell-based, flow cytometry, MLPCN library, primary screen; AID 651702, 2012; hit rate 0.66% among 360,000; TALL-104 LAMP-1 surface exposure; cells stimulated with thapsigargin and PMA; inhibition, % at 10 µM;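 active = inhibition above about 55%, limit read from the data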
aDG glyco up = activators of alpha-DG glycosylation, primary screen, uHTS, Pro5-aDG cells, AlphaScreen. hit rate 0.22% among 360,000. activation, % at 10 µM. alpha-DG glycosylation AlphaScreen (IIH6); 0% Pro5, 100% B10-LARGE cell signal;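 active = activation of at least 8% versus controls, or a plate z-score of at least 8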;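 also: Pro5 are CHO cells carrying HIG-tagged alpha-DG that lacks glycosylation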
An asterisk follows results filed as active; x = not tested or not shown. This is a subset; rates above refer to the full screens.

Molecule	ABHD5-PLIN5 inh	TLR9-MyD88 inh	MC4R ag barr	MC4R antagonist	Vif imaging	Glyco luc inh	NOD2 RIPK2 PPI	ABCB6 inh MLPCN	Exocytosis inh	aDG glyco up
CCOC(=O)N/N=C(\C)c1ccc(C)c([N+](=O)[O-])c1	-1	4	-0.9	15	-6	3	1	97	6	-0.1
COn1cnnc1-c1ccccc1	4	-10	-0.1	10	3	0	-6	99	-2	0.2
COc1ccccc1NC(=O)CCC(=O)OCC(=O)c1ccc(C)c([N+](=O)[O-])c1	3	-5	-3.3	-3	7	-1	0	95	-2	0.1
CSc1ncc2c(n1)-c1cc(C)ccc1SC2	-21	-5	-1.2	19	6	3	0	103	2	-0.6
CCC(=O)N1CCN(c2ccc(NC(=S)NC(=O)c3ccc(OC)c([N+](=O)[O-])c3)cc2)CC1	-6	4	-2.6	-6	-8	-6	2	92	0	0.1
O=C(O)CCN1CC2([N+](=O)[O-])CC=C(OCCO)C([N+](=O)[O-])(C1)C2 (configuration not stated)	-2	5	-3.6	-4	-3	1	-19	94	-1	0.1
COc1cc(NC(=O)CCN2CC(C)OC(C)C2)cc(OC)c1 (configuration not stated)	-10	-2	1.2	21	1	0	0	99	-5	-0.1
COc1cccc(C2=CC(=O)CCC2)c1OC	4	2	-0.8	-3	7	0	9	95	-6	-0.3
O=C(Cn1cncn1)NCCC(c1ccccc1)c1ccccc1	1	-7	0.8	10	0	1	-4	93	-1	-0.5
Cc1ccc(CNS(=O)(=O)c2cc3c(cc2C)N(C)CCO3)cc1	-4	-5	1.9	8	6	1	1	101	0	0.2
CCc1ccc(/C=N/NC(=O)c2cc(C3CC3)nc3ccc(Br)cc23)s1	-9	-3	-1.9	-15	-13	6	-2	102	1	-0.2
Cc1nc2cc(NC(=O)N(C)c3ccc4ccccc4c3)ccc2o1	-26	-4	-1.6	8	2	6	9	107	0	0.0
CC(=O)Nc1ccc(NC(=O)[C@@H](NC(=O)N2C[C@H]3C[C@@H](C2)c2cccc(=O)n2C3)C(C)C)cc1	0	2	-1.0	8	4	-1	0	99	-2	0.0
CC12CCC(=O)C=C1CCC1C2C(O)CC2(C)C1CCC21OCC1=O (configuration not stated)	4	-13	-0.6	0	1	1	-2	100	-3	0.0
Fc1ccccc1CSc1ncnc2sc3c(c12)CCCC3	-1	-11	-1.6	6	0	-7	5	101	2	0.9
COc1ccc2c(c1)C(=O)N1[C@H]3c4cc(OC)ccc4OC[C@@H]3[C@H](c3ccccc3)[C@]1(C)C(=O)N2	1	-12	-0.7	19	1	62*	0	97	6	-0.1
Cc1ccc2c(O)c(C)c(=O)[nH]c2n1	-3	-3	0.4	12	2	-1	3	98	0	-0.5
CC1CCCN(CCOCCSc2ccccc2)C1 (configuration not stated)	4	-3	-0.2	-2	10	1	1	94	7	0.0
O=C1CC(N2CCOCC2)C(=O)N1CCN1C(=O)CC(N2CCOCC2)C1=O (configuration not stated)	-3	-7	3.5	9	x	1	1	99	-1	0.4
CCC(C)[C@H](NC(=O)NCc1ccccc1Cl)C(=O)OC (some centres not stated)	5	-2	-0.3	0	-2	0	3	95	0	0.2

Taken from the results shown for reference:
Molecule	ABHD5-PLIN5 inh	TLR9-MyD88 inh	MC4R ag barr	MC4R antagonist	Vif imaging	Glyco luc inh	NOD2 RIPK2 PPI	ABCB6 inh MLPCN	Exocytosis inh	aDG glyco up
Cc1ccc(CNS(=O)(=O)c2cc3c(cc2C)N(C)CCO3)cc1	-4	-5	1.9	8	6	1	1	101	0	0.2
CCc1ccc(/C=N/NC(=O)c2cc(C3CC3)nc3ccc(Br)cc23)s1	-9	-3	-1.9	-15	-13	6	-2	102	1	-0.2
Cc1nc2cc(NC(=O)N(C)c3ccc4ccccc4c3)ccc2o1	-26	-4	-1.6	8	2	6	9	107	0	0.0
CC(=O)Nc1ccc(NC(=O)[C@@H](NC(=O)N2C[C@H]3C[C@@H](C2)c2cccc(=O)n2C3)C(C)C)cc1	0	2	-1.0	8	4	-1	0	99	-2	0.0
CC12CCC(=O)C=C1CCC1C2C(O)CC2(C)C1CCC21OCC1=O (configuration not stated)	4	-13	-0.6	0	1	1	-2	100	-3	0.0
Fc1ccccc1CSc1ncnc2sc3c(c12)CCCC3	-1	-11	-1.6	6	0	-7	5	101	2	0.9
COc1ccc2c(c1)C(=O)N1[C@H]3c4cc(OC)ccc4OC[C@@H]3[C@H](c3ccccc3)[C@]1(C)C(=O)N2	1	-12	-0.7	19	1	62*	0	97	6	-0.1
Cc1ccc2c(O)c(C)c(=O)[nH]c2n1	-3	-3	0.4	12	2	-1	3	98	0	-0.5
CC1CCCN(CCOCCSc2ccccc2)C1 (configuration not stated)	4	-3	-0.2	-2	10	1	1	94	7	0.0

Next entries.
Molecule	ABHD5-PLIN5 inh	TLR9-MyD88 inh	MC4R ag barr	MC4R antagonist	Vif imaging	Glyco luc inh	NOD2 RIPK2 PPI	ABCB6 inh MLPCN	Exocytosis inh	aDG glyco up
Cc1ccc2nc(-c3ccc(NC(=S)NCCC(C)C)cc3)sc2c1	-1	-1	-1.2	1	x	-6	-1	97	-2	0.2
CCO[C@H]1OC(C(=O)NC2CC2)=C[C@@H](C)[C@@H]1CCCO	-6	-2	-0.9	0	3	4	-2	107	-2	0.9
Cc1cccc(C(=O)NNC(=O)c2ccco2)c1	5	1	-1.6	13	3	2	-2	103	-2	-0.1
CCCN(CCC)CCNC(=O)CCC(=O)Nc1ccc2nc(N3CCN(C)CC3)cc(C)c2c1	0	-4	-1.9	7	-1	-3	16	96	8	-0.2
O=C(CCNC(=O)c1ccco1)Nc1ccc(SC(F)F)cc1	-3	5	4.2	1	3	1	6	98	0	0.0
COc1ccc(C(=O)Nc2cc(OC)cc3cccnc23)cc1	2	0	5.6	20	-2	0	3	97	55	0.0
Cc1ccc(/C([O-])=C(/C(=S)NCc2ccccc2)[n+]2cccc(CO)c2)cc1[N+](=O)[O-]	-6	6	-0.4	11	8	0	0	88	0	0.3
Cc1ccc(-c2cc(NC=O)c3ncc(-c4cccc(C(=O)N(C)C)c4)n3c2)cc1	2	x	4.0	-13	0	1	-6	98	12	-0.3
CC1(C(=O)NS(=O)(=O)c2ccc(C#N)cc2)CCN1C(=O)C1(c2ccccc2)CC1 (configuration not stated)	-1	x	-0.7	3	1	1	6	99	4	0.0
Cc1nc2nc(-c3ccccc3)cc(=O)n2[nH]1	0	-2	-1.3	5	-11	0	3	95	-3	0.5
c1ccc(CSc2nnc(-c3ccncc3)o2)cc1	-2	6	0.1	-4	-18	-8	1	93	0	0.2
COc1ccc(NC(=O)CCOc2ccccc2F)cc1S(=O)(=O)N1CCCCC1	3	-1	0.8	9	-3	-3	4	100	-2	0.3
Cc1ccc(OCCNC(=O)c2cc(-n3cnnc3)ccc2Cl)cc1C	-3	6	-0.8	0	-9	1	0	96	0	0.2
OC(CN1CCN(Cc2ccc3c(c2)OCO3)CC1)c1c[nH]c2ccccc12 (configuration not stated)	3	-13	1.8	1	-5	-4	-14	91	0	-0.5
O=C(NCc1ccc2c(c1)OCO2)C1CCC(=O)N1C1CCCCC1 (configuration not stated)	-1	-15	0.2	6	2	0	-6	91	2	-0.1
CCOc1ccccc1N1CCN(C(=S)Nc2ccc(S(N)(=O)=O)cc2)CC1	-9	0	-1.8	3	4	0	0	102	-1	0.1
N#C/C(=C/c1cccs1)c1ccccn1	-3	2	-2.5	-6	-12	0	0	105	0	0.0
CC(C)n1c(=O)[nH]c2cc(C(=O)Nc3ccccc3)ccc21	-6	-7	-1.2	10	x	-4	4	100	3	0.3
O=C(CN1CCN(S(=O)(=O)c2ccccc2)CC1)NC(=O)NC1CCCCC1	-5	4	0.4	0	-14	-1	-2	100	-1	-0.1
O=C(CN(C(=O)c1csnn1)c1ccc(F)c(Cl)c1)NCc1ccccc1	3	-7	-1.7	2	-5	2	8	90	-1	0.0
CCN(CC)c1ccc(CNC23CN4CN(CN(C4)C2)C3)cc1	6	-12	-1.0	-2	4	-2	-15	89	-2	0.0
Cn1cc(S(=O)(=O)Oc2ccccc2)c(=O)n(C)c1=O	14	-2	3.2	0	-5	0	-19	93	2	-0.1
Cc1ccc(C)n1NC(=O)c1ccc(Cl)cc1Cl	6	6	0.4	1	-4	-1	-1	97	5	0.2
CCCCOC(=O)NC(NCC(O)c1ccccc1)(C(F)(F)F)C(F)(F)F (configuration not stated)	-5	2	-0.3	12	-3	8	-6	97	0	0.1
CC1(C)CC(=Cc2ccccc2[N+](=O)[O-])C(=O)c2ccccc21	9	1	-0.1	14	x	0	-5	96	0	0.1
S=C(NC1CC1)N1CCN(c2ccc(Cl)cc2)CC1	-5	3	-1.4	4	1	-1	-2	100	2	0.0
O=C(Cc1ccccc1[N+](=O)[O-])NCC(=O)c1ccc2c(c1)OCO2	0	-5	-0.9	15	-9	0	-7	95	26	0.1
CC(C)C[C@H]1COc2cc(N(C)CCO)ccc2S(=O)(=O)N1	1	x	x	x	x	x	-1	96	-2	0.0
O=C(OCC(=O)N1CCCC1)c1ccccc1C(=O)c1ccccc1	-6	10	-2.1	-2	10	0	-2	100	2	-0.2
COc1ccc(OCC(=O)NNC(=S)NC(=O)c2ccc(Br)o2)cc1	5	11	-3.5	2	x	3	-14	99	11	-0.3
Cc1cccc(/C=C(\C#N)C(=O)Nc2ccccn2)c1	-2	-10	-3.0	7	15	0	-4	107	-6	-0.1
COc1cc(C(=O)Nc2cccc3c2CCCC3)cc(OC)c1OC	-4	10	-0.5	10	-1	4	-1	97	-6	-0.3
CC(=NN=C(C)c1ccc(O)cc1)c1ccc(O)cc1	0	-10	-1.1	0	-7	1	11	90	-3	0.5
COc1ccc(C=NNC(=O)c2ccccc2NS(=O)(=O)c2cccs2)cc1O	5	-5	-2.5	5	10	-1	-2	97	0	-0.1
COc1ccccc1NS(=O)(=O)c1cc(C(=O)N2CC(C)CC(C)C2)ccc1C (configuration not stated)	1	-11	1.4	2	2	1	-3	100	1	0.1
Cc1nc(-c2ccncc2)nc(NCCNc2ccc(C(F)(F)F)cn2)c1Cl	0	1	0.7	-4	-5	-2	-17	99	6	0.6

High-throughput results: PubChem BioAssay, several laboratories
